# ROMK mod = human ROMK K+ channel modulation, primary screen. Tet-inducible ROMK, thallium flux fluorescence; actives lie on both sides. B-score at 10 µM. 130,000 compounds, 2% hits. AID 1918;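 active means signal ratio slope over the read window, or its plate-corrected B-score, at least 3 SD from the plate mean, either direction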;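 further: B-score of the F/F0 ratio slope over 7 to 12 s after thallium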
# STAT3 act = increases IL-6 driven STAT3 reporter signal; 190,000 compounds, 0.91% hits; activation (% of control), % at 5.6 µM; U3A cells, IL-6 STAT3-luciferase reporter, luminescence; 100% = signal with IL-6 EC80 alone;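 active means activation above the screen-wide mean of compound activation plus 3 SD, cut at about 130% in these data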;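 further: 0% = background luminescence of wells with medium and substrate only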
#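 Test system: STAT3-luciferase reporter U3A cells; Detection: reporter luminescence signal; Times: 1 h compound pre-exposure, 6 h IL-6 stimulation, 37 °C; Benchmarks: IL-6-only high control; Also added: IL-6 stimulus at 33 ng/mL final.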
# bIAP inh = blocks bovine intestinal alkaline phosphatase activity; purified bovine IAP, CDP-star luminescence, 30 min; inhibition, % at 20 µM; 190,000 tested, under 10 active; AID 1019;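 active means over 50% inhibition of intestinal alkaline phosphatase at 20 µM in the single-dose screen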
#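 System: purified bovine intestinal alkaline phosphatase (IAP) enzyme; Input: IAP diluted 1/65,000,000 in the well; Measured by: CDP-star luminescence signal; Compound dosing: 20 µM single dose; Incubation: 30 min reaction at room temperature.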
# PPARg SRC-2 ag = agonists of SRC-2 recruitment by human PPARgamma; PPARgamma LBD-SRC-2 recruitment, biochemical; 200,000 compounds, 0.34% hits; activation, % at 8 µM; P37231; in the data active means activation above about 22%;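 further: 0% = vehicle and 100% = reference agonist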
# Target sequence (P37231 whole entry, looked up, the tested form may be a part): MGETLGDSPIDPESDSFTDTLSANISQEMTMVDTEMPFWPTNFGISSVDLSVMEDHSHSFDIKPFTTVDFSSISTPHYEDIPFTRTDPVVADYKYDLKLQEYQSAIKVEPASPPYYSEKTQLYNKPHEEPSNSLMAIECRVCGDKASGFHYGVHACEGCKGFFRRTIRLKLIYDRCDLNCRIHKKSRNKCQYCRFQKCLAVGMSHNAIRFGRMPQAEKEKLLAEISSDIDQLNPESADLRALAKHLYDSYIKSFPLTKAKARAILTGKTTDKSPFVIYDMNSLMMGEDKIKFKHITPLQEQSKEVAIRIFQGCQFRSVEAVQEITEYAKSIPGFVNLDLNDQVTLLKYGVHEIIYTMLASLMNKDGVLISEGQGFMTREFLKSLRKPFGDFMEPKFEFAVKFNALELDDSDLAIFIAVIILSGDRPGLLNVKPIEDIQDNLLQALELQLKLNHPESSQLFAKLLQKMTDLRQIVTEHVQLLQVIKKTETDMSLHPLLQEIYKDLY
# SRC2 TRFRET art = counter-screen for PPARgamma SRC-2 recruitment agonists: TR-FRET artefact. active compounds read high. TR-FRET ratio at 8 µM. 200,000 compounds, 0.4% hits; in the data active means TR-FRET ratio above about 2000; further: inactives centre near 1500
# PPARg SRC-1 ag = PPARgamma-driven SRC-1 recruitment agonism; P37231; PPARgamma-SRC-1 coactivator recruitment biochemical assay; activation, % at 8 µM; 200,000 compounds, 0.41% hits; AID 631; in the data active means activation above about 19%;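 further: 0% = DMSO and 100% = reference agonist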
# TNAP act hi DEA = activators of human TNAP at high phosphate acceptor concentration | P05186 | purified TNAP, CDP-star luminescence, 1 M DEA, 30 min; active compounds read high; 0 = EDTA background, 1 = DMSO-only activity | activation factor at 20 µM | 200,000 tested, under 10 active;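 active means activation factor at least 2 at 20 µM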
# Target sequence (P05186 whole entry, looked up): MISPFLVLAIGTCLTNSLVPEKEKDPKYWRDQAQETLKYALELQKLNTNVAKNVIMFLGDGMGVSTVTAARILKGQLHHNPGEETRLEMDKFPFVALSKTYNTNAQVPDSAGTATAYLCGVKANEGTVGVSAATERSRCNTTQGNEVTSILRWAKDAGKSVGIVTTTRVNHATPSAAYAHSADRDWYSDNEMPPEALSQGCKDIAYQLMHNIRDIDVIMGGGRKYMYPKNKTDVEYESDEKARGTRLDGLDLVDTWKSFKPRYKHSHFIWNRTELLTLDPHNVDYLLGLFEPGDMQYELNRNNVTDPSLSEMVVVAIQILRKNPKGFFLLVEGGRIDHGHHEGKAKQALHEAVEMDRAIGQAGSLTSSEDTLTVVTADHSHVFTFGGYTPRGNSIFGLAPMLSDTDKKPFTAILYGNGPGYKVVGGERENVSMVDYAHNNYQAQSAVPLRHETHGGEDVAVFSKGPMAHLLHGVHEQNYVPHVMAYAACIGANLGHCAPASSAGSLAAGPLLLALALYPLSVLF
#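 Assay system: human TNAP; Input: enzyme diluted 1/800 final; Reagent: CDP-star luminogenic substrate at 100 µM final; Timing: 30 min, room temperature; Signal: luminescence; Evaluation: TNAP activation factor scaled between EDTA and DMSO control wells.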
# STAT1 inh = reduces IFN-gamma driven STAT1 reporter signal | NIH 3T3 STAT1-luciferase reporter, luminescence | inhibition, % at 5.5 µM | 200,000 compounds, 0.35% hits | AID 920;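 active means inhibition above a set limit, the mean inhibition across all tested compounds plus 3 SD, cut at about 34% in these data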;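 further: 0% = IFN-gamma with DMSO and 100% = IFN-gamma with 300 µM nifuroxazide; values of inactives mirror those of a sister screen read the other way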
# bIAP activator = intestinal alkaline phosphatase (bovine) activation. purified bovine IAP, CDP-star luminescence, 30 min; active compounds read high; fold of DMSO-control signal, blank-subtracted. activation factor at 20 µM. 200,000 compounds, 0.17% hits;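 active means activation factor of 2 or more at 20 µM, a signal rise over negative controls twice the positive control's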
# STAT3 inh = reduces IL-6 driven STAT3 reporter signal; U3A cells, IL-6 STAT3-luciferase reporter, luminescence; host cell line lacks STAT1; inhibition, % at 5.5 µM; 190,000 compounds, 0.89% hits; AID 862;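 active means inhibition above the mean inhibition across all screened compounds plus 3 SD, cut at about 44% in these data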;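 further: 0% = DMSO only wells and 100% = 100 µM nifuroxazide control wells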
# PPARg SRC-3 ag = promotes SRC-3 coactivator recruitment by human PPARgamma | P37231 | biochemical PPARgamma/SRC-3 coactivator recruitment assay | activation, % at 8 µM | 200,000 compounds, 0.26% hits; in the data active means activation above about 23%;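 further: 0% = DMSO and 100% = reference agonist; some compounds past the cut are filed as inactive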
# Starred values were filed as active, the others as inactive; . = not tested or not shown.
# Results follow in this order: ROMK mod	STAT3 act	bIAP inh	PPARg SRC-2 ag	SRC2 TRFRET art	PPARg SRC-1 ag	TNAP act hi DEA	STAT1 inh	bIAP activator	STAT3 inh	PPARg SRC-3 ag
C/C(CS(=O)(=O)c1ccc(Cl)c(Cl)c1)=N/NC(N)=S
 : 0.042	103	-22	3	1697	5	1.1	0	1.2	2	3
Cc1ccc(C)c(-c2csc(N/N=C/c3ccco3)n2)c1
 : -0.35	93	20	9	1463	3	1	1	0.8	10	2
CCC(=O)Nc1ccc(OCc2nnc3c4ccccc4c(C)nn23)cc1
 : 0.95	85	1	-1	1412	-13	1	-6	1	20	2
CCS(=O)(=O)N1CCC(C(=O)OCC(=O)c2ccc(Br)cc2)CC1
 : -0.56	100	.	-1	1681	6	.	1	.	7	-2
O=C(c1ccccc1)c1ccc(OCC(O)CN2CCN(Cc3ccccc3)CC2)cc1 (centres undefined)
 : .	84	-9	12	1559	7	1	5	1.1	23	12
Cc1onc(-c2ccccc2Cl)c1C(=O)NCc1ccccc1
 : 0.14	104	6	7	1401	3	1	-3	0.9	0	2
CCOC(=O)N1CCN(C(=O)CSc2ccc3nnc(-c4ccccn4)n3n2)CC1
 : 0.64	98	-12	1	1681	2	1.1	8	1.1	7	1
Cc1cc(C)cc(N(CC(=O)N2CCC(C)CC2)S(=O)(=O)c2ccccc2)c1
 : -1.9	105	3	-7	1402	-2	1	5	1	-7	-9
CN(C)S(=O)(=O)c1ccc(C(=O)NNC(=O)C2COc3ccccc3O2)cc1 (centres undefined)
 : -0.36	105	-51	-7	1513	-2	1	3	1.5	6	-4
CCOC(=O)N1CCN(C(=O)Nc2ccc3oc(C)nc3c2)CC1
 : .	93	11	-3	1492	2	1	-6	0.9	11	-12
CCOc1ccc(-n2c(SCC(=O)NCc3ccco3)nc3ccccc3c2=O)cc1
 : -0.58	88	-14	4	1466	-3	1.1	18	1.1	23	3
CCCCNC(=O)CSc1nc2ccc(N3CCOCC3)cc2c(=O)n1Cc1ccc(OC)cc1
 : 0.16	109	-2	5	1634	5	1	-64	1	2	3
Cc1cccc2cc(C(c3nnnn3Cc3ccccc3)N3CCN(C)CC3)c(=O)[nH]c12 (centres undefined)
 : .	97	-2	12	1538	-1	1	-4	1	9	1
Cc1ccc(COc2ccccc2C(=S)N2CCCC2)cc1
 : -0.32	110	15	6	1401	-2	1	-26	0.8	-7	-7
COc1cc(SC#N)ccc1N=Cc1c(C)[nH]n(-c2ccc(C)cc2C)c1=O
 : -2.5	103	-16	1	1404	-5	1	-8	1.2	-4	-4
CC(C)C(NC(=O)OCc1ccccc1)C(=O)N1CCOCCOCCOCC1 (centres undefined)
 : .	98	-2	-8	1444	-1	1	9	1	5	-4
COc1ccc(NS(=O)(=O)c2ccc(NC(C)=O)cc2)c(OC)c1
 : -0.018	100	2	-3	1519	7	1.1	5	1	2	5
Cc1cc(C)n2nc(CC(=O)NCc3ccccc3Cl)nc2n1
 : .	107	11	-11	1599	-1	1	2	0.9	-9	4
CCCCCNS(=O)(=O)c1cc(C)ccc1OC
 : .	96	-20	13	1762	9	1	-9	1.2	4	2
O=C(Nc1cccc(Cl)c1)c1ccc(OC(=S)N2CCOCC2)cc1
 : 0.3	54	13	-3	1783	-2	1	-33	0.9	57*	1
O=c1nc2c(O)cccn2c2c1c(=O)[nH]c1ccccc12
 : .	82	19	11	1728	0	0.9	-7	0.8	24	6
Cc1ccnc(NC(=O)c2cccc(NS(=O)(=O)c3ccccc3C)c2)c1
 : .	94	12	9	1503	-3	1	-5	0.9	14	-13
O=C(NC1CCCCC1)C1CCCN(S(=O)(=O)c2ccc(Br)s2)C1 (centres undefined)
 : -0.053	100	-4	0	1456	-1	1	1	1	1	1
CCOc1cc(NC(=S)NCc2ccco2)c(OCC)cc1NC(C)=O
 : .	101	-2	8	1501	4	1	0	1	-1	-1
COc1ccc(NC(=O)C(=O)NCCO)cc1Cl
 : 1.4	98	-2	-3	1563	-2	1	-10	1	0	-4
CCCOC(=O)CC1C(=O)NCCN1Cc1cc(OC)cc(OC)c1 (centres undefined)
 : 0.7	105	-4	10	1552	-5	1.1	-8	1	-1	1
C=CCN1C(=O)C(O)(CC(=O)c2ccc(-n3cccc3)cc2)c2ccccc21 (centres undefined)
 : -0.68	94	7	17	1614	0	1	8	0.9	11	9
Cc1cc(N(CCO)CCO)nc(-n2nc(C)cc2C)n1
 : .	102	-6	6	1525	1	1	-9	1.1	1	5
Fc1ccccc1Nc1nc2ccccc2n2nnnc12
 : .	122	-1	3	1621	6	1.1	-11	1	-16	-3
CCOC(=O)c1cn(CC(=O)Nc2cccc(F)c2)nn1
 : -0.58	93	8	-7	1284	-9	1	-2	0.9	18	-2

# Ordered by molar mass (lowest first): some entries from above
# Results follow in this order: ROMK mod	STAT3 act	bIAP inh	PPARg SRC-2 ag	SRC2 TRFRET art	PPARg SRC-1 ag	TNAP act hi DEA	STAT1 inh	bIAP activator	STAT3 inh	PPARg SRC-3 ag
Cc1cc(N(CCO)CCO)nc(-n2nc(C)cc2C)n1
 : .	102	-6	6	1525	1	1	-9	1.1	1	5
CCS(=O)(=O)N1CCC(C(=O)OCC(=O)c2ccc(Br)cc2)CC1
 : -0.56	100	.	-1	1681	6	.	1	.	7	-2
CCOc1ccc(-n2c(SCC(=O)NCc3ccco3)nc3ccccc3c2=O)cc1
 : -0.58	88	-14	4	1466	-3	1.1	18	1.1	23	3

# Remaining list, next part
# Results follow in this order: ROMK mod	STAT3 act	bIAP inh	PPARg SRC-2 ag	SRC2 TRFRET art	PPARg SRC-1 ag	TNAP act hi DEA	STAT1 inh	bIAP activator	STAT3 inh	PPARg SRC-3 ag
O=C1/C(=C\c2cccs2)Sc2ccc3ccccc3c21
 : -1.1	180*	23	10	1694	0	0.8	-6	0.8	-94	3
Cc1cccc(C)c1NC(=O)Nc1cccs1
 : .	101	15	1	1405	-2	1	15	0.9	5	12
Cc1cc(-c2ccc([N+](=O)[O-])cc2)nc2ccccc12
 : -0.24	110	-23	-3	1467	-9	1	-19	1.2	-11	-2
Cc1ccccc1C1C2=C(Nc3[nH]n(-c4ccccc4)c(=O)c31)c1ccccc1C2=O (centres undefined)
 : .	94	34	5	1853	23*	0.8	-8	0.7	10	35*
CC(C)Cc1nc(N2CCN(C(=O)c3ccccc3)CC2)c(C#N)c2c1CCC2
 : .	99	-5	2	1612	1	1	12	1	5	11
CCCCNC(=S)N1CCN(CC)CC1
 : -0.27	90	-3	-4	1654	4	1	0	1	17	1
COc1cc(/C=C2/OC(=O)c3cc([N+](=O)[O-])ccc32)cc(OC)c1OC
 : -0.0049	99	.	0	1672	6	.	-1	.	5	12
O=C(O)CN=C(NS(=O)(=O)c1ccc(Cl)cc1)c1ccc(F)cc1
 : 0.2	104	8	3	1522	1	1	-5	0.9	5	5
Cc1ccc(C(=O)Nc2c(C)cc(-c3ccc(Cl)cc3)oc2=O)cc1
 : .	101	0	-9	1265	3	1.1	-3	1	1	-10
CCc1cc[n+](-c2nc3ccccc3nc2C(=C=[N-])C#N)cc1
 : .	105	26	0	1478	-2	0.9	0	0.7	-3	3
CC(C)P(=O)(c1cccc(C(=O)O)c1)C(C)C
 : 0.52	101	-3	-9	1459	0	1	0	1	-4	1
COc1ccc(OC)c(CNC(=O)C2CCN(C(=O)N(C)C)CC2)c1
 : .	102	15	5	1759	7	1	8	0.8	4	0
COc1ccccc1/C=C1\SC(=S)N(CCC(=O)NCCCN2CCOCC2)C1=O
 : -1.3	96	2	-3	1403	-3	1	9	1	9	7
CCOc1ccc(CN(C(=O)c2cc3ccccc3oc2=O)C2CC2)cc1
 : .	101	7	-6	1490	-2	1	4	0.9	2	13
COC(=O)c1cc2c([nH]c3ccccc32)c(C)n1
 : 0.1	80	7	-1	1465	6	1.1	-9	0.9	25	2
Cc1ccc(NC(=S)NC(NC(=O)Cc2cccc3ccccc23)C(Cl)(Cl)Cl)cc1 (centres undefined)
 : -1	92	22	-1	1458	5	1	-4	0.8	15	7
COCCNC(=O)CSc1ccc(Cl)cc1
 : 0.027	96	-14	0	1607	-3	1	0	1.1	11	1
CCOc1ccc(NC(=O)N2CCC(C(N)=O)(N3CCCCC3)CC2)cc1
 : -0.2	98	3	2	1533	5	1.1	-6	1	7	1
CCN(CC)CCNS(=O)(=O)c1ccc(/C=C/C(=O)O)cc1
 : -0.31	101	6	5	1517	-3	1	-2	0.9	3	1
NS(=O)(=O)c1ccc(S(=O)(=O)NCCc2ccccc2)cc1
 : -0.83	102	15	3	1651	6	1	-3	0.8	0	0
CCCOc1ccc2oc(=O)c3c(c2c1)CCCN3C(=O)CN1CCCC(C(=O)OCC)C1 (centres undefined)
 : .	105	6	-4	1671	0	1	3	0.9	-2	-8
CCOC(=O)Cc1csc(NC(=O)C(C)(C)CC)n1
 : 0.53	93	-5	-6	1761	0	1	3	1	14	4
Cc1cc(NC(=O)CSCCc2ccncc2)no1
 : 0.95	96	-6	11	1658	6	1	-5	1.1	5	3
O=C(c1cccc(F)c1)N1CCN(Cc2ccco2)CC1
 : -0.22	99	2	-1	1652	9	1	-3	1	5	1
O=c1cc(CNC2CCCCC2)c2ccccc2[nH]1
 : -0.41	127	1	-4	1528	-3	1	7	1	-29	-3
Cc1nc(Cl)cc(CS(=O)(=O)c2ccc(Cl)cc2)n1
 : 1.2	101	-18	2	1478	-8	1	-4	1.2	2	-1

# In a second layout: results already given.
Cc1ccnc(NC(=O)c2cccc(NS(=O)(=O)c3ccccc3C)c2)c1
  ROMK mod = .; STAT3 act = 94; bIAP inh = 12; PPARg SRC-2 ag = 9; SRC2 TRFRET art = 1503; PPARg SRC-1 ag = -3; TNAP act hi DEA = 1; STAT1 inh = -5; bIAP activator = 0.9; STAT3 inh = 14; PPARg SRC-3 ag = -13

O=C(NC1CCCCC1)C1CCCN(S(=O)(=O)c2ccc(Br)s2)C1 (centres undefined)
  ROMK mod = -0.053; STAT3 act = 100; bIAP inh = -4; PPARg SRC-2 ag = 0; SRC2 TRFRET art = 1456; PPARg SRC-1 ag = -1; TNAP act hi DEA = 1; STAT1 inh = 1; bIAP activator = 1; STAT3 inh = 1; PPARg SRC-3 ag = 1

CCOc1cc(NC(=S)NCc2ccco2)c(OCC)cc1NC(C)=O
  ROMK mod = .; STAT3 act = 101; bIAP inh = -2; PPARg SRC-2 ag = 8; SRC2 TRFRET art = 1501; PPARg SRC-1 ag = 4; TNAP act hi DEA = 1; STAT1 inh = 0; bIAP activator = 1; STAT3 inh = -1; PPARg SRC-3 ag = -1

COc1ccc(NC(=O)C(=O)NCCO)cc1Cl
  ROMK mod = 1.4; STAT3 act = 98; bIAP inh = -2; PPARg SRC-2 ag = -3; SRC2 TRFRET art = 1563; PPARg SRC-1 ag = -2; TNAP act hi DEA = 1; STAT1 inh = -10; bIAP activator = 1; STAT3 inh = 0; PPARg SRC-3 ag = -4

# Bioassay records as filed in PubChem.
